Assay outcomes as filed in PubChem BioAssay.
hcDAF-12 act = H. contortus DAF-12 nuclear receptor activators, primary screen, cell-based, luminescence, HEK293, lit1-tk-luc reporter | HEK293 hcDAF-12 lit1-tk-luc reporter; 0% DMSO, 100% Δ7-dafachronic acid | actives 1.4% (n = 370,000) | activation, % at 6.8 µM;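 active = activation above the mean of all tested compounds plus 3 SD, cut at about 5.5% in these data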;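 note: 100% = response to 3 µM Δ7-dafachronic acid high control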
DAX1 inh-1 = DAX1 (NR0B1) inhibitors, primary screen, cell-based, HEK293, Gal4-DAX1, luciferase luminescence | HEK293 Gal4-DAX1 luciferase reporter | AID 504766, 2011 | actives 0.99% (n = 340,000) | Nuclear receptor subfamily 0 group B member 1 (Homo sapiens), P51843 | inhibition, % at 6.75 µM;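 active = inhibition above the mean over all tested compounds plus 3 SD, cut at about 4.2% in these data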;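 note: 0% = DAX1-transfected cells with DMSO and 100% = empty-vector control cells with DMSO; inhibition shows as a rise in luminescence from relieved DAX1 repression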
Target sequence (P51843 207-470 limits assumed): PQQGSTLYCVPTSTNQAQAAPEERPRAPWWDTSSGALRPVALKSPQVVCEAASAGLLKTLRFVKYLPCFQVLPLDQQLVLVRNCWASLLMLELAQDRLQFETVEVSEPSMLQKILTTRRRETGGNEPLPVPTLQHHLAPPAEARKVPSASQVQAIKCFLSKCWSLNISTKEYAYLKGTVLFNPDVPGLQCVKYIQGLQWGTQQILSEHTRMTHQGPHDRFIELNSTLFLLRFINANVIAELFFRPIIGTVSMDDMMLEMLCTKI
GAA850 FXN act = FXN promoter activators, primary screen, cell-based, luciferase luminescence, HEK293 lucGAA850; HEK293 lucGAA850 FXN promoter luciferase reporter, 24 h; percent of 10 µM SAHA response; activation, % at 6 µM; actives 0.56% (n = 360,000); AID 540364, 2011;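 active = activation above the average of all compounds screened plus 3 SD, cutoff fixed separately per campaign, cut at about 7.5% in these data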;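 note: 0% = DMSO wells and 100% = 10 µM SAHA wells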
hgDAF-12 ag = H. glycines DAF-12 receptor agonists, primary screen, cell-based, luminescence, HEK293, GAL4 fusion, UAS-luciferase | activation, % at 6.8 µM | actives 1.8% (n = 370,000) | HEK293 GAL4-hgDAF12 UAS-luciferase reporter, agonist luminescence; normalized to butyrate control | AID 687014, 2013 | Nuclear hormone receptor DAF-12 (Heterodera glycines), GAL4 fusion;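 active = activation above a cutoff set at the mean of all screened compounds plus 3 SD, cut at about 10% in these data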;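 note: 0% = DMSO wells and 100% = sodium butyrate wells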
PG9 Ab binder = binders of HIV-1 gp120 antibody PG9, primary screen, biochemical, TR-FRET | HIV-1 gp120 / PG9 antibody interaction | TR-FRET gp120-PG9 antibody binding | inhibition, % at 6.7 µM | actives 0.43% (n = 360,000); in the data active = inhibition above about 8.5%
PLCb3 inh = human PLC-beta3 inhibitors, primary screen, biochemical, fluorescence. 1-phosphatidylinositol 4,5-bisphosphate phosphodiesterase beta-3 (Homo sapiens), Q01970. Purified PLC-beta3, fluorogenic substrate. inhibition, % at 12.2 µM. actives 0.18% (n = 370,000); in the data active = inhibition above about 11%;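 note: 0% = median of compound wells on plate and 100% = full blocker control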
SMARCA2 act = SMARCA2 (BRM) function activators, primary screen, cell-based, luminescence, high throughput; activation, % at 9.1 µM; MG213 cells, MMTV-luciferase reporter, dexamethasone, overnight; actives 1% (n = 370,000); in the data active = activation above about 7.8%;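 note: 0% = vehicle wells and 100% = reference activator wells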
DAX1 inh-2 = DAX1 (NR0B1) inhibitors on StAR promoter, primary screen, cell-based, luminescence, SF-1 (NR5A1), full-length DAX-1; HEK293T StAR-luciferase reporter, SF-1/DAX-1 repression relief; actives 1.1% (n = 370,000); AID 652010, 2013; inhibition, % at 6.8 µM;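 active = inhibition above the mean over all tested compounds plus 3 SD, cut at about 3.6% in these data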;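 note: 0% = DAX-1 cells with DMSO and 100% = cells lacking DAX-1 with DMSO; higher inhibition means more luminescence from relief of DAX-1 repression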
ssDAF-12 act = S. stercoralis DAF-12 nuclear receptor activators, primary screen, cell-based, luminescence, HEK293, GRIP1 co-expression, lit1-tk-luc | HEK293 ssDAF-12/GRIP1 lit1-tk-luc reporter; % of 3 µM dafachronic acid response | activation, % at 6.8 µM | actives 1% (n = 370,000);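 active = activation above the mean over all tested compounds plus 3 SD, cut at about 0.9% in these data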;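 note: 0% = DMSO-only wells and 100% = 3 µM delta7-dafachronic acid wells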
NR1D1 modulator = modulators of Rev-erb alpha DNA binding, primary screen, biochemical, FITC-DNA, fluorescence polarization, uHTS; Rev-erbα–FITC-DNA binding, 90 min; actives 0.79% (n = 370,000); activity, % at 10 µM;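 active = activity above about 14%, limit read from the data; passing the limit was not always enough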;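 note: 0% = DMSO wells with 35 nM protein and 100% = DMSO wells with 750 nM protein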
Target sequence (P20393 whole entry, looked up): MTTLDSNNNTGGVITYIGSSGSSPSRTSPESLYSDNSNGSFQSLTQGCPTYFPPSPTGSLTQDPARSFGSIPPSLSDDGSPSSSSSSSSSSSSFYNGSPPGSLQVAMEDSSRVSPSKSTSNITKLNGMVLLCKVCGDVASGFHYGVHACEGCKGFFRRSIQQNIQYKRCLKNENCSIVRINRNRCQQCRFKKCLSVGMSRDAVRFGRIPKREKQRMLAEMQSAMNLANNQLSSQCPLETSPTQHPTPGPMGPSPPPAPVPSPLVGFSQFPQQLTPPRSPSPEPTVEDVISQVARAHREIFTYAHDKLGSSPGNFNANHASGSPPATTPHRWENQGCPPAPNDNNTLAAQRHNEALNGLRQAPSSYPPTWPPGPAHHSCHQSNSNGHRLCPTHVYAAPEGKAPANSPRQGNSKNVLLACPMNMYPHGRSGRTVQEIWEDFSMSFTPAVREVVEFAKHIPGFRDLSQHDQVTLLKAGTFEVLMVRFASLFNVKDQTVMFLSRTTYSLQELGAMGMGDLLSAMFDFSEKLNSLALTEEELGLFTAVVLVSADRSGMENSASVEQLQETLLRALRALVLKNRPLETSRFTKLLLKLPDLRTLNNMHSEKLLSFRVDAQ
HGIII-sPLA2 inh = human group III sPLA2 inhibitors, primary screen, biochemical, QFRET, BODIPY PC-A2 liposome substrate | QFRET BODIPY PC-A2 liposome hydrolysis, fluorescence | inhibition, % at 12.2 µM | actives 0.56% (n = 370,000) | AID 743126, 2013;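 active = inhibition above mean plus 3 SD of compounds lying within the high and low control bounds, cut at about 19% in these data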;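 note: 0% = median of test compound wells and 100% = no enzyme DMSO wells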
* marks the source's active call; other numbers are inactive results; . = no result given.

item	Molecule	hcDAF-12 act	DAX1 inh-1	GAA850 FXN act	hgDAF-12 ag	PG9 Ab binder	PLCb3 inh	SMARCA2 act	DAX1 inh-2	ssDAF-12 act	NR1D1 modulator	HGIII-sPLA2 inh
1	Cc1ccc(-c2cc(C(F)F)nc(NCC3CCCO3)n2)cc1 (configuration not stated)	-0.1	-0.3	2.6	3.7	-0.2	-62	2	-1.1	-1.6	-2	-17
2	N#Cc1ccc2nc(-c3ccc(CN4CCC(n5cc(-c6ccccc6)[nH]c5=O)CC4)cc3)c(-c3ccccc3)nc2c1	-2.1	.	.	-0.1	-0.1	-32	-1	-2.9	-1.4	-1	-13
3	NNC(=O)CNC(c1ccccc1)c1cc(Br)ccc1NC(=O)c1ccccc1Br (configuration not stated)	-2.5	-0.2	0.2	-0.3	1.2	0	-6	-0.7	-1.1	4	2
4	CCOC(=O)C1C(=O)CC(C)(O)C(C(=O)OCC)C1c1ccc(OCC)cc1 (configuration not stated)	-1.0	1.1	-1.6	-0.5	-2.2	8	-2	-0.3	-0.6	1	-4
5	NC(=O)Cn1nnc(-c2ccc(C(F)(F)F)cc2)n1	0.8	0.5	-0.3	-1.1	-1.0	1	3	-0.1	-1.3	3	6
6	CCOC(=O)C(NC(=O)NCc1ccc(F)cc1)(OCC)C(F)(F)F (configuration not stated)	0.9	0.2	3.1	-2.8	0.9	-3	-4	-0.2	-1.5	1	12
7	CC(C)COC(=O)N(C)C[C@@H]1OCc2cnnn2CCCC(=O)N([C@H](C)CO)C[C@H]1C	-1.1	0.4	0.3	0.6	-0.5	-2	-3	1.1	-0.6	-3	13
8	C#CCOCCOCCOCCNc1nc(N2CCN(C(=O)[C@H]([C@@H](C)CC)n3cc([C@@H](N)Cc4ccc(O)cc4)nn3)CC2)nc(N2CCN(C(=O)[C@H](Cc3ccc(O)cc3)n3cc([C@@H](N)CC(C)C)nn3)CC2)n1	-0.1	1.3	0.0	0.2	-0.1	5	1	0.1	-1.0	-8	-18
9	O=C(O)c1ccccc1SC1CC(=O)N(c2cccc3ccccc23)C1=O (configuration not stated)	2.3	2.3	1.1	0.7	0.7	-10	-1	-0.2	-0.2	-5	-15
10	O=C(Nc1ccccc1NC(=O)c1c(F)c(F)c(F)c(F)c1F)c1c(F)c(F)c(F)c(F)c1F	-0.1	-1.4	0.1	1.8	-0.4	3	-5	-0.1	-0.5	6	8
11	OCC[C@H]1C[C@H](O)[C@@H](O)[C@@]2(Cc3ccccc3O2)O1	-0.9	-0.1	-0.1	2.5	-0.4	2	-1	-0.3	-0.8	1	12
12	CCN1C(=O)C(CC(=O)Nc2ccccc2Cl)N(NC(=O)c2cccc(F)c2)C1=S (configuration not stated)	-1.9	0.9	-3.1	-0.2	-1.0	-9	-1	0.2	-0.9	0	-48
13	Cc1ccc(N2C(=O)CC(Cc3cccc(C)c3)C2=O)cc1 (configuration not stated)	0.6	-0.6	0.5	1.4	0.1	-1	-4	0.5	-0.3	-6	-6
14	Cc1ccc2c(c1)c(C)c(C)n2CC(O)Cn1nnc2ccccc21 (configuration not stated)	1.2	-0.4	2.4	6.1	-2.1	-2	3	0.3	-1.0	-2	-5
15	O=C(NCCS(=O)(=O)N1CCN(c2ccccc2F)CC1)c1c(F)cccc1F	-0.3	0.1	-0.1	0.6	-1.0	-8	0	-0.3	-1.0	-4	-1
16	Cc1ccc(Nc2ncnc(Cl)c2N)cc1	-0.5	0.9	1.6	2.9	-3.8	2	0	-0.2	-0.8	4	-5
17	O=C(OCc1cn([C@H]2CN(C(=O)c3cccs3)[C@@H](c3ccccc3)C[C@@H]2O)nn1)c1ccccc1	-1.1	0.4	2.6	2.4	0.7	3	-3	-1.0	0.1	3	-20
18	Cc1c(C(=O)Nc2ccccc2F)sc2nc3n(c(=O)c12)CCC3	3.4	1.1	4.5	11*	-1.8	-11	0	0.9	0.0	-2	5
19	Cc1cc(C)c(NC(=O)CCCCCNC2CCCCC2)c(C)c1	-1.7	0.2	-0.9	0.4	0.2	-6	-1	0.4	-1.3	-2	3
20	CCn1c(Cc2ccccc2)nnc1SCC(=O)Nc1nc(C)cs1	-0.6	0.1	0.9	0.7	0.3	3	-2	-0.2	-0.7	-3	-11
21	O=C(c1ccc2c(c1)OCCO2)N(c1ccccn1)C1CCCCC1	-0.4	-0.2	1.3	2.0	1.4	3	1	-0.1	-1.6	6	3
22	CC(C)C[C@@H](CN1CCC[C@@H]1CN1C(=S)NC[C@@H]1Cc1ccccc1)N1C[C@H](Cc2ccc(O)cc2)N(CC2CCCCC2)C1=S	0.3	.	.	-2.1	1.0	3	-3	-0.4	-0.1	-1	1
23	CCOc1ncccc1C(=O)OCC(=O)Nc1ccc2c(c1)OCO2	-1.3	0.6	0.9	0.1	1.0	2	0	-0.3	-0.9	-8	-3
24	COc1cccc(-c2nc(-c3ccccc3)c3ccc(Cl)cc3n2)c1	2.2	.	.	3.9	1.3	1	-4	-0.2	0.9	1	20*
25	CS(=O)(=O)c1ncc(Cl)c(C(=O)Nc2ccc3ccccc3c2)n1	-2.7	-4.0	-4.2	-8.6	-2.4	6	-14	-2.2	-0.3	-6	6
26	CN1C2=N[C@@H](c3ccc(Br)cc3)CC(=O)N2/C(=C\c2ccccc2)[C@@H]1c1ccccc1	-1.2	.	.	1.3	.	-2	.	.	-1.2	1	14
27	O=C1OC(c2ccccc2)Sc2ccccc21 (configuration not stated)	0.9	-0.2	-1.8	1.2	1.0	-121	-3	0.1	-1.1	4	-5
28	CCC(=O)Nc1nc(C)c(C(=O)Nc2cccc(Cl)c2)s1	0.4	0.4	0.1	-1.1	-0.3	-5	6	0.0	-0.6	8	0
29	CCOC(=O)c1sc(NC(=O)CSc2nnc(-c3ccco3)n2CC)c(C(=O)OCC)c1C	-1.9	0.3	-3.1	-0.9	-1.1	0	-3	-0.6	-1.7	-4	-31
30	CCOc1cc(C)nc(Oc2ccc(=O)[nH]n2)n1	-1.4	-0.9	0.8	-2.1	0.6	0	0	-0.5	-0.7	-1	1

Full records from above. Screens in order: hcDAF-12 act, DAX1 inh-1, GAA850 FXN act, hgDAF-12 ag, PG9 Ab binder, PLCb3 inh, SMARCA2 act, DAX1 inh-2, ssDAF-12 act, NR1D1 modulator, HGIII-sPLA2 inh
`CCOC(=O)c1sc(NC(=O)CSc2nnc(-c3ccco3)n2CC)c(C(=O)OCC)c1C` as listed: -1.9, 0.3, -3.1, -0.9, -1.1, 0, -3, -0.6, -1.7, -4, -31
`O=C1OC(c2ccccc2)Sc2ccccc21` (configuration not stated) as listed: 0.9, -0.2, -1.8, 1.2, 1.0, -121, -3, 0.1, -1.1, 4, -5
`CCOc1ncccc1C(=O)OCC(=O)Nc1ccc2c(c1)OCO2` as listed: -1.3, 0.6, 0.9, 0.1, 1.0, 2, 0, -0.3, -0.9, -8, -3
`O=C(OCc1cn([C@H]2CN(C(=O)c3cccs3)[C@@H](c3ccccc3)C[C@@H]2O)nn1)c1ccccc1` as listed: -1.1, 0.4, 2.6, 2.4, 0.7, 3, -3, -1.0, 0.1, 3, -20
`Cc1ccc(N2C(=O)CC(Cc3cccc(C)c3)C2=O)cc1` (configuration not stated) as listed: 0.6, -0.6, 0.5, 1.4, 0.1, -1, -4, 0.5, -0.3, -6, -6

New compounds follow:
item	Molecule	hcDAF-12 act	DAX1 inh-1	GAA850 FXN act	hgDAF-12 ag	PG9 Ab binder	PLCb3 inh	SMARCA2 act	DAX1 inh-2	ssDAF-12 act	NR1D1 modulator	HGIII-sPLA2 inh
31	O=C(Cc1ccccc1)NCC(=O)OCC(=O)c1ccc(Cl)cc1	-0.8	0.8	1.2	-2.2	-0.6	-8	-3	-0.5	-0.9	0	2
32	COc1cc(C(=O)NC2CCCCCCC2)cc(OC)c1OC	-1.3	3.9	0.1	1.4	-0.9	-2	-4	0.4	-1.3	1	2
33	Cc1cc(=O)[nH]c(SCC(=O)Nc2ccc(N3CCCCC3)cc2)n1	2.0	0.3	0.2	-1.8	-3.1	-1	0	-0.2	-1.6	-2	-1
34	COc1ccc(-c2noc(C3CCCN(S(=O)(=O)c4cccc(Cl)c4C)C3)n2)cc1OC (configuration not stated)	-1.6	-0.3	-0.6	1.8	1.3	4	0	-0.3	-1.5	4	-3
35	N#C/C(=N\Nc1ccccc1)C(=N)N1CCCCC1	2.8	2.5	4.9	12*	-1.6	6	5	2.6	0.8	-5	12
36	CCN(C(=O)Cn1c(=O)n(Cc2ccccc2)c(=O)c2ccccc21)c1cccc(C)c1	-2.2	0.9	-0.5	0.9	0.8	2	-1	-0.8	-0.4	-2	3
37	O=C(NC1CCCCC1)C(c1ccc(F)cc1)N(CCN1CCOCC1)C(=O)c1ccc(-c2ccccc2)[nH]1 (configuration not stated)	-1.3	0.3	-3.6	0.9	0.2	3	-4	-0.2	-0.9	2	2
38	Cc1ccc(-c2nnc(CN3CCN(C)CC3)o2)cc1	4.7	-0.6	-0.7	0.9	1.1	-3	3	0.4	-1.2	-2	0
39	CCC[C@H]1CN(c2ccc(Br)cc2)C(=O)[C@@H]1CC(=O)NC	-2.3	-0.1	0.8	-1.3	-1.3	-2	-4	-1.2	-1.1	-2	6
40	OC[C@@H]1CN(Cc2ccc3c(c2)OCO3)C[C@H](n2cnc3c(N4CCN(c5ccccc5)CC4)ncnc32)O1	-2.7	.	0.3	-1.6	1.1	4	-7	0.1	-1.4	0	-16
41	Cc1cc(C)nc(SCc2nnc(SCC(=O)Nc3nc(-c4ccccc4)cs3)n2C)n1	2.6	-0.3	-1.5	-0.5	-0.1	2	-1	-1.2	-0.6	-3	-4
42	O=C(CN1N=C(c2ccccc2)CCC1=O)NCc1cccs1	1.1	-0.1	0.9	4.2	-0.9	-11	-5	-0.7	-0.5	-2	11
43	Cc1ccc(CC(=O)N(Cc2ccccc2)c2ccccn2)cc1	-1.4	0.7	0.7	-4.0	-1.8	1	0	-0.1	-1.3	0	-3
44	CCOC(=O)C1=C(C)N(CCCC(=O)O)C(=O)NC1C(CC)CC (configuration not stated)	0.5	0.8	0.8	1.9	-2.3	3	2	0.1	-1.2	4	7
